Compound activity deposited in PubChem by several laboratories.
AHR act: AHR activators, primary screen, cell-based, luminescence, luciferase reporter, human | activation, % at 5 µM | AHR-responsive luciferase reporter cells | actives 2.5% (n = 320,000) | Aryl hydrocarbon receptor (Homo sapiens), P35869; in the data active means activation above about 47%;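 further: 0% = vehicle wells and 100% = reference agonist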
Target sequence (P35869 whole entry, looked up): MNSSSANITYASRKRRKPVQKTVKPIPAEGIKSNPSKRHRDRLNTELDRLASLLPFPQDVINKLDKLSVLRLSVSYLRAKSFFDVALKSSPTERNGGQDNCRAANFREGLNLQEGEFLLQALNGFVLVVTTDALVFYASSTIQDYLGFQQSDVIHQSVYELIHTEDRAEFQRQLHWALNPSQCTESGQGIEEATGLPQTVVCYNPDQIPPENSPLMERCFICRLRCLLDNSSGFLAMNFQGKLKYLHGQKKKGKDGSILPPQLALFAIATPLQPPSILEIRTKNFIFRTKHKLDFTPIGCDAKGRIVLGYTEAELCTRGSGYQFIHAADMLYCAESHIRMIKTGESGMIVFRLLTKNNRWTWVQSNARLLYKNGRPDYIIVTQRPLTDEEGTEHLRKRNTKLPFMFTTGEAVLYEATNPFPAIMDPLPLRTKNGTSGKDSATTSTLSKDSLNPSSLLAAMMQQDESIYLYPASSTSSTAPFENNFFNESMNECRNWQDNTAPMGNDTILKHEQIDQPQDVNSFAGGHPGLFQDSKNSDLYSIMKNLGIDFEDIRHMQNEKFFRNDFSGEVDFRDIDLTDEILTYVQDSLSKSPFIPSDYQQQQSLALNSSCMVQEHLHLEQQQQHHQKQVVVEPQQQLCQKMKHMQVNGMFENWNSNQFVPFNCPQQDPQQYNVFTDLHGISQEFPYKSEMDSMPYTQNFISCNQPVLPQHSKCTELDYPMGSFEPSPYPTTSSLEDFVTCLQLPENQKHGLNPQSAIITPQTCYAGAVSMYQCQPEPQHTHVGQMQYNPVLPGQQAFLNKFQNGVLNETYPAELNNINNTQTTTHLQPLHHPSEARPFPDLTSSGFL
LAP4 TOR yeast: modulators of LAP4-GFP expression in yeast, primary screen, S. cerevisiae, multiplex flow cytometry, MLPCN library; 3 h; median GFP as percent of DMSO wells; GFP response vs DMSO, % at 10 µM; actives 0.34% (n = 320,000); AID 2023, 2009;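 active means GFP response vs DMSO above a set limit, about the screen mean plus 3 SD, cut at about 150% in these data; inconclusive means under 70 cell events counted for the yeast strain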
RPL19A-GFP yeast: RPL19A-GFP expression modulators in yeast, primary screen, cell-based, S. cerevisiae, multiplex flow cytometry, MLPCN. S. cerevisiae RPL19A-GFP strain, 3 h; active compounds read low. percent response vs DMSO, % at 10 µM. actives 0.3% (n = 330,000). AID 2025, 2009;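 active means percent response vs DMSO below 50%; inconclusive means fewer than 70 events counted for the yeast strain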;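 further: median channel GFP fluorescence of the barcoded RPL19A-GFP strain; ratio of sample median GFP to plate DMSO average so 100% = DMSO; lower means less RPL19A-GFP as with rapamycin TOR inhibition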
AGP1 TOR yeast: modulators of AGP1-GFP expression in yeast TOR pathway, primary screen, cell-based, multiplex flow cytometry, S. cerevisiae, MLPCN library. 3 h; GFP as percent of DMSO wells. GFP response vs DMSO, % at 10 µM. actives 0.02% (n = 320,000). AID 2066, 2009;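 active means GFP response relative to DMSO above a set limit, near screen average plus 3 SD, cut at about 150% in these data; inconclusive means fewer than 70 cells counted for the yeast strain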;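 further: median GFP channel fluorescence of the gated AGP1 strain per well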
Efflux pump mplx: inhibitors of Candida efflux pumps in yeast, primary screen, S. cerevisiae, Nile Red, multiplex; S. cerevisiae Candida pump triplex; inhibition, % at 10 µM; actives 0.44% (n = 330,000);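 active means plate passing quality check with inhibition over a set limit, or well fluorescence over plate mean plus 4 SD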;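 further: Nile Red retained in pooled yeast measured as flow cytometry median fluorescence; 0% = buffer negative control and 100% = Enniatin B positive control; higher means more Nile Red kept so more efflux inhibition; some compounds called inactive have numbers as strong as hits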
MEP2-GFP yeast: modulators of MEP2-GFP levels in yeast, primary screen, S. cerevisiae, multiplex flow cytometry, MLPCN library; S. cerevisiae MEP2-GFP strain, 3 h; 100% = DMSO control level; GFP response vs DMSO, % at 10 µM; actives 0.51% (n = 330,000);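 active means GFP response versus DMSO above a set limit, roughly screen mean plus 3 SD, cut at about 180% in these data; inconclusive means fewer than 70 cells counted for a yeast strain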;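 further: median GFP fluorescence of the barcode-gated MEP2-GFP cells per well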
CR mimetic SO: reduction of superoxide in aged yeast, primary screen, HTS | actives 0.18% (n = 330,000) | superoxide response (% of plate mean), % at 10 µM | S. cerevisiae aged cells, superoxide DHE fluorescence; active compounds read low | AID 2690, 2010;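 active means superoxide response under a set limit, about three screen SD below normal, cut at about 65% in these data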;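 further: yeast aged for seven days with compound at 30 °C before DHE staining; 100% = average MFI of all compound-treated wells on the plate with controls excluded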
CIT2-GFP yeast: modulators of CIT2-GFP expression in yeast, primary screen, S. cerevisiae, GFP fusion, multiplex flow cytometry, MLPCN library; S. cerevisiae CIT2-GFP strain, 3 h; 100 means same as DMSO wells; GFP response vs DMSO, % at 10 µM; actives 0.065% (n = 320,000);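 active means GFP response relative to DMSO above a set limit, near the screen mean plus 3 SD, cut at about 150% in these data; inconclusive means Fewer than 70 cells measured for a yeast strain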;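 further: ratio of well median GFP fluorescence to mean of DMSO wells on the plate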
* hit, by the source's call; u = inconclusive; x = not tested or not shown; [ ] = remark or other dose. This is a random part of the collection. Share with any hit: about 3.9%.

SMILES | AHR act | LAP4 TOR yeast | RPL19A-GFP yeast | AGP1 TOR yeast | Efflux pump mplx | MEP2-GFP yeast | CR mimetic SO | CIT2-GFP yeast
O=c1c2cnn(-c3ccccc3)c2ncn1Cc1ccccc1F | 14 | 102 | 101 | 98 | 0.1 | 95 | 98 | 89
CCc1ccc(OCC(=O)N(Cc2cccs2)C2CCS(=O)(=O)C2)cc1 (configuration not stated) | 1 | 100 | 109 | 114 | 0.0 | 97 | 95 | 115
CN(CC(=O)Nc1ccc(F)c(F)c1F)C(=O)Cc1ccc2c(c1)OCCO2 | 4 | 101[may fluoresce green] | 104[may fluoresce green] | 105[may fluoresce green] | -1.4 | 106[may fluoresce green] | 86 | 104[may fluoresce green]
COCCNC(=O)c1ccc2c(c1)nc(C)n2-c1cc(OC)c(OC)c(OC)c1 | -4 | 97 | 98 | 96 | -0.3 | 95 | 78 | 95
COc1cc(NS(=O)(=O)c2ccc(C)cc2)c2ncccc2c1 | 9 | 127 | 96 | x | -0.2 | 93 | 98 | 91
CCCCn1c(N)c(N(CC)C(=O)C2CCC2)c(=O)[nH]c1=O | 1 | 99 | 95 | 96 | 0.1 | 97 | 120 | 91
O=[N+]([O-])c1ccc(C2CCCC/C2=N/OCc2ccc(F)cc2)c([N+](=O)[O-])c1 (configuration not stated) | -1 | 103 | 100 | 101 | -0.1 | 100 | 96 | 99
CN(C)c1ccc(CNc2ccccn2)cc1 | 6 | 94 | 104 | 102 | 0.0 | 107 | 105 | 104
Cc1ccc2occ(/C=N/O)c(=O)c2c1 | 18 | 105 | 98 | 97 | -0.1 | 104 | 102 | 88
CC(Sc1ccccc1F)C(=O)Nc1ccc2c(c1)OCCO2 (configuration not stated) | 2 | 84 | 92 | 84 | -0.1 | 94 | 93 | 90
O=C(O)C12CC3CC(C1)CC(n1cnc(Cl)n1)(C3)C2 | 2 | 97 | 103 | 105 | -0.1 | 105 | 114 | 107
O=[N+]([O-])c1cc(S(=O)(=O)N2CCCC2)ccc1N/N=C/c1ccncc1 | 8 | 99 | 108 | 102 | 0.1 | 114 | 98 | 104
O=C(CSc1ncccn1)N1CCN(S(=O)(=O)c2ccccc2)CC1 | 2 | 96 | 97 | 100 | -0.1 | 99 | 109 | 91
CC(=O)COc1coc(CN2CCN(c3ccc(F)cc3)CC2)cc1=O | -1 | 95 | 98 | 95 | 0.1 | 97 | 96 | 91
O=C(NC1CC2CCCC(C1)N2Cc1ccccc1)c1cccc(Cl)c1 (configuration not stated) | 2 | 80 | 92 | 96 | -0.2 | 87 | 92 | 102
O=C(CSc1nc(-c2ccco2)cc(C(F)(F)F)n1)Nc1ccc2c(c1)CCC2 | 1 | 99 | 103 | 104 | -0.1 | 105 | 93 | 110
Cc1ccc(-c2nnc(SCC(=O)N(CC(C)C)c3c(N)n(Cc4ccccc4)c(=O)[nH]c3=O)n2N)cc1 | 3 | 101 | 97 | 95 | -0.3 | 111 | 101 | 101
CCCS(=O)(=O)c1nc(S(=O)(=O)c2ccc(C)cc2)c(N2CCC(C(N)=O)CC2)s1 | -2 | 100 | 96 | 104 | 0.0 | 97 | 96 | 102
O=C(O)c1ccccc1OCCOc1ccccc1C(=O)O | -1 | 106 | 100 | 102 | 0.0 | 100 | 86 | 93
CCCC(=O)NC(=S)Nc1cccc(C(C)=O)c1 | 6 | u | u | u | 0.0 | u | 88 | u
CCN(CC(=O)NCc1cccs1)C(=O)/C=C/c1cc(Br)ccc1OC(F)F | 2 | 106 | 102 | 102 | 0.3 | 101 | 94 | 99
CO/N=C/NC(=O)c1c(OC)ccnc1Oc1ccc(Cl)cc1 | 0 | 105 | 101 | 106 | 0.1 | 102 | 109 | 102
COc1cc(C)c(S(=O)(=O)N2CCOCC2)cc1C | 0 | 103 | 94 | 96 | 0.0 | 92 | 115 | 87
Cc1ccc2nc(-c3ccncc3)[nH]c2c1 | 134* | 96 | 102 | 106 | 0.0 | 109 | 100 | 103
O=C(Cn1nnc2ccccc2c1=O)Nc1cccc(S(=O)(=O)N2CCOCC2)c1 | 1 | 96 | 100 | 103 | 0.0 | 110 | 99 | 106
Cc1nc(Nc2ccc3c(c2)OCCO3)c2c(C)c(C)sc2n1 | 47 | 103 | 103 | 104 | -0.2 | 103 | 93 | 102
Cc1csc(SCC(=O)NCc2cccc(Cl)c2)n1 | 4 | 89 | 88 | 87 | -0.1 | 83 | 86 | 86
O=C(NCc1cccs1)C1CCCN1C(=O)Nc1ccc(Cl)cc1 (configuration not stated) | 2 | 89 | 92 | 69 | -0.1 | 96 | 90 | 93
CCN(CC)S(=O)(=O)N1CCC(C(=O)NCc2ccc(C)cc2)CC1 | -2 | 95 | x | 98 | 0.1 | 96 | 105 | 97
Cc1c(C)c2ccc(OCC(=O)Nc3ccccc3C(N)=O)cc2oc1=O | 0 | 106 | 101 | 111 | 0.1 | 102 | 89 | 100

A second format for some results above.
CO/N=C/NC(=O)c1c(OC)ccnc1Oc1ccc(Cl)cc1
  AHR act = 0	LAP4 TOR yeast = 105	RPL19A-GFP yeast = 101	AGP1 TOR yeast = 106	Efflux pump mplx = 0.1	MEP2-GFP yeast = 102	CR mimetic SO = 109	CIT2-GFP yeast = 102

COc1cc(C)c(S(=O)(=O)N2CCOCC2)cc1C
  AHR act = 0	LAP4 TOR yeast = 103	RPL19A-GFP yeast = 94	AGP1 TOR yeast = 96	Efflux pump mplx = 0.0	MEP2-GFP yeast = 92	CR mimetic SO = 115	CIT2-GFP yeast = 87

Cc1ccc2nc(-c3ccncc3)[nH]c2c1
  AHR act = 134*	LAP4 TOR yeast = 96	RPL19A-GFP yeast = 102	AGP1 TOR yeast = 106	Efflux pump mplx = 0.0	MEP2-GFP yeast = 109	CR mimetic SO = 100	CIT2-GFP yeast = 103

(more compounds)
SMILES | AHR act | LAP4 TOR yeast | RPL19A-GFP yeast | AGP1 TOR yeast | Efflux pump mplx | MEP2-GFP yeast | CR mimetic SO | CIT2-GFP yeast
CC(=O)N/N=C/c1ccccc1OCCOc1cccc(C)c1 | 5 | 89 | 91 | 83 | -0.1 | 102 | 103 | 81
COc1cccc(Nc2nc(-c3cccs3)nc3ccccc23)c1 | 88* | 122 | 87 | 99 | 0.1 | 113 | 96 | 124
Cc1cc(C)n(CC(O)COc2ccc(F)cc2)n1 (configuration not stated) | 0 | 98 | 104 | 101 | -0.2 | 111 | 91 | 115
CCNC(=S)NNC(=O)c1ccccc1Cl | -1 | 95 | 100 | 99 | 0.3 | 95 | 102 | 87
Cc1ccc(C(C(=O)NC(C)(C)C)N(CCCN2CCOCC2)C(=O)c2ccc(-c3ccccc3)[nH]2)o1 (configuration not stated) | 3 | 98 | 95 | 98 | 0.1 | 98 | 97 | 99
COc1ccc(N2C(=O)CC(Nc3cccc([N+](=O)[O-])c3)C2=O)cc1 (configuration not stated) | -4 | 100 | 101 | 104 | -0.1 | 101 | 109 | 113
CCc1ccc(OCC(=O)N(Cc2ccccc2)C2CCS(=O)(=O)C2)cc1 (configuration not stated) | 3 | 93 | 96 | 93 | 0.1 | 103 | 91 | 94
Cc1c(C(=O)O)sc2nc(-c3cccs3)cc(C(F)(F)F)c12 | 13 | 108 | 91 | 91 | -0.4 | 95 | 102 | 88
COc1cc(COCC(O)CN2CCCCC2C)cc(OC)c1OC (configuration not stated) | 0 | 96 | 103 | 98 | -0.1 | 95 | 104 | 97
C(=C\c1ccccc1)/C=N/Nc1nc2ccccc2[nH]1 | 65* | 95 | 107 | 103 | 0.0 | 106 | 69 | 107
Cc1csc(NC(=O)CSc2nnc(-c3ccncc3)o2)n1 | 0 | 105 | 97 | x | -0.1 | 97 | 112 | 108
C=CCN1C(=O)c2oc3ccccc3c(=O)c2C1c1ccc(O)c(OC)c1 (configuration not stated) | -4 | 114 | 97 | 100 | -0.3 | 96 | 92 | 94
Nc1ccccc1C(=O)N1CCc2ccccc21 | 19 | 112 | 104 | 107 | 0.4 | 124 | 101 | 99
CCOc1ccc(S(=O)(=O)N2CCC(C(=O)NCc3ccccn3)CC2)cc1C | 0 | 100 | 102 | 101 | 0.0 | 106 | 88 | 103
Cc1ccccc1NC(=O)C1CCCN(S(=O)(=O)c2cnc[nH]2)C1 (configuration not stated) | -1 | 98 | 101 | 107 | 0.1 | 105 | 95 | 108
O=C(NCc1cccs1)C1CC(c2ccccc2O)=NO1 (configuration not stated) | 2 | 103 | 94 | 98 | 0.0 | 100 | 102 | 98
O=C(NCc1ccccn1)c1ccc(Cl)c(S(=O)(=O)Nc2ccccc2C(=O)NCc2ccccn2)c1 | 6 | 102 | 103 | 101 | -0.1 | 94 | 98 | 104
CCN(CC)S(=O)(=O)c1ccc(C(=O)NNC(=O)c2cccs2)cc1 | -1 | 92 | 102 | 95 | -0.2 | 88 | 90 | 106
COc1ccc(OC)c(C(c2nnnn2Cc2ccco2)N2CCN(C)CC2)c1 (configuration not stated) | -2 | 99 | 94 | 95 | -0.1 | 101 | 108 | 94
COc1ccccc1-c1nc(-c2ccccc2)[nH]c(=O)c1C#N | 6 | 86 | 97 | 97 | 0.1 | 96 | 136 | 99
CS(=O)(=O)Nc1ccc([N+](=O)[O-])cc1Oc1ccccc1 | 6 | 133 | 97 | 91 | -0.1 | 102 | 86 | 89
COc1cc(S(=O)(=O)NC2CCCC2)ccc1F | 0 | 114 | 107 | x | 0.0 | 112 | 88 | 108
CCOC(=O)/C(C#N)=C\c1ccco1 | 3 | 88 | 94 | 94 | 0.0 | 100 | 98 | 94
COc1cccc(CN(C)C(=O)C2CSC3(C)CCC(=O)N23)c1OC (configuration not stated) | 2 | 111 | 104 | 103 | 0.0 | 101 | 98 | 104
O=C(Cn1cnc2ccccc2c1=O)c1ccc(Br)cc1 | 7 | 98 | 93 | 96 | 0.4 | 96 | 111 | 84
CC1CCN(CC(CS(=O)(=O)c2ccc([N+](=O)[O-])cc2)N2CCC(C)CC2)CC1 (configuration not stated) | -2 | 111 | 97 | 103 | 0.0 | 127 | 121 | 97
O=C(Cn1ccc([N+](=O)[O-])n1)Nc1ccccn1 | 1 | 112 | 97 | 102 | -0.1 | 101 | 106 | 105
N#Cc1ccccc1NC(=O)CN1CCN(Cc2ccccc2)CC1 | 14 | 97 | 97 | 101 | 0.0 | 91 | 90 | 111
O=C(CSc1ccccn1)Nc1ccc(N2CCOCC2)cc1 | 1 | 102 | 108 | 107 | -0.1 | 109 | 98 | 100
CCCCc1cc2c(c(NC(C)=O)n1)c(=O)oc1ccccc12 | 94* | 96 | 97 | 95 | -0.4 | 98 | 104 | 96
Cc1ccc(C(=O)C2=C(O)C(=O)N(c3ncccn3)C2c2ccc(Cl)cc2)o1 (configuration not stated) | 5 | 93 | 90 | 88 | 0.0 | 94 | 93 | 87
Cc1c(CC(=O)NCC(C)C)c(=O)oc2cc3c(cc12)CCC(C)(C)O3 | 7 | 100 | 103 | 106 | -0.3 | 103 | 86 | 101
O=C(Cn1cnc2c(oc3ccccc32)c1=O)NCCc1ccccc1 | 12 | 100 | 96 | 99 | 0.0 | 99 | 100 | 91
O=C(Nc1ccc2nc3n(c(=O)c2c1)CCCCC3)c1ccccc1Cl | -4 | 105 | 101 | 105 | -0.2 | 104 | 94 | 102
COc1cc(CNC(C)c2ccccc2)cc(Br)c1OCc1ccc(F)cc1 (configuration not stated) | 2 | 90 | 98 | 97 | 0.0 | 101 | 109 | 97
C=C1CCC[C@]2(C)C[C@H]3OC(=O)C(CN4CCOCC4)[C@H]3C[C@@H]12 (some centres not stated) | 0 | x | 87 | 88 | 0.0 | 95 | 102 | 98
